Source: PubChem
Rac1 mut GTP = human Rac1 activated mutant GTP binding change; P63000; GST-Rac1 activated beads, fluorescent GTP binding, flow cytometry; actives lie on both sides; 100% means binding = to untreated wells; percent activity (GTP binding), % at 10 µM; actives 0.11% (n = 190,000);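 active = GTP binding at least 20 percentage points away from the 100% baseline, in either direction, so actives lie on both sides; inconclusive = Compound likely fluorescent itself, or too few beads counted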
Bcl-XL Bim block = inhibitors of Bim-Bcl-XL interaction, human. actives 0.04% (n = 190,000). AID 1007. Q07817. inhibition, % at 10 µM. Bim peptide-Bcl-XL binding, bead flow cytometry, fluorescence
Target sequence (Q07817 whole entry, looked up): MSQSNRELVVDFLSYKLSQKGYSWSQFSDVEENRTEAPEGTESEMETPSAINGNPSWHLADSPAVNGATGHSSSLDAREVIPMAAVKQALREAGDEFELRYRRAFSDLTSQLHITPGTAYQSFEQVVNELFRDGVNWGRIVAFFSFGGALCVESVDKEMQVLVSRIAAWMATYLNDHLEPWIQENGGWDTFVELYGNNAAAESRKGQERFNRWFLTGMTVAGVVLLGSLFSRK
Cdc42 wt = human Cdc42 wildtype GTP binding change, either direction. P60953. GST-Cdc42 beads, Bodipy-GTP binding, flow cytometry; actives lie on both sides. percent activity (GTP binding), % at 10 µM. actives 0.2% (n = 190,000);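 active = percent activity GTP binding at least 20 points away from the 100% baseline, either down as inhibitor or up as activator; inconclusive = compound flagged as likely green fluorescent from well-wide comparison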;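 note: median bead fluorescence of bound Bodipy-FL-GTP at 100 nM; 0% = excess unlabeled GTP control and 100% = no compound control; below 100% means less GTP binding so inhibitor and above means activator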
Rab7 wt GTP bind = dog Rab7 wildtype GTP binding, inhibitors and activators | GTP binding activity (percent of control), % at 10 µM | GST-Rab7 beads, fluorescent GTP binding, flow cytometry; actives lie on both sides; untreated = 100%, excess cold GTP = 0% | actives 0.055% (n = 190,000);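 active = fluorescent GTP binding to Rab7 beads changed by at least 20 points from the 100% baseline, either direction, mostly lower; inconclusive = compound itself probably fluorescent, or too few beads counted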;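 note: median green fluorescence of bound Bodipy-FL-GTP per Rab7 bead population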
Bfl-1 Bim block = inhibitors of Bim-Bfl-1 interaction, human | Q16548 | Bead-based flow cytometry, Bim-Bfl-1 binding inhibition | inhibition, % at 10 µM | actives 0.12% (n = 190,000) | AID 1008;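 note: 0% = wells without compound plus tracer and 100% = blocker peptide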
Rac1 wt modul = human Rac1 wildtype GTP binding, inhibitors and activators; GST-Rac1 beads, fluorescent GTP binding, flow cytometry; actives lie on both sides; 0 = cold GTP competed, 100 = untreated; P63000; GTP binding activity (% of control), % at 10 µM; actives 0.27% (n = 190,000);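 active = GTP binding activity at least 20 points away from the 100% control level, either lower or higher; inconclusive = compound flagged as likely green fluorescent, judged across all proteins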
Bim-Bcl-W = inhibitors of Bim-Bcl-W interaction, human | Q92843 | bead-based flow cytometry, Bim peptide-Bcl-W binding | inhibition, % at 10 µM | actives 0.02% (n = 190,000) | AID 952;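 note: 0% = bound tracer without compound and 100% = peptide blocker; higher means less fluorescent Bim peptide bound to Bcl-W beads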
Target sequence (Q92843 whole entry, looked up): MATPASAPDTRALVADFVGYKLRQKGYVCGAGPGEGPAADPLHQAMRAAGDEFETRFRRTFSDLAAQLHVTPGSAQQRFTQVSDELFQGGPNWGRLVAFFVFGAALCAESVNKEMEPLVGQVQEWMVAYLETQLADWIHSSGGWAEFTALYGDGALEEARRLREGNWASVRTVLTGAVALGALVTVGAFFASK
HRas wt GTP bind = changes GTP binding to wildtype human HRas. GST-Ras wt beads, Bodipy-FL-GTP binding, flow cytometry; actives lie on both sides. P01112. GTP binding activity, % at 10 µM. actives 0.14% (n = 190,000);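 active = GTP binding activity at least 20% away from the 100% baseline, either lowered as inhibitor or raised as activator; inconclusive = flagged as likely green fluorescent, judged across all proteins in the well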;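 note: 0% = unlabeled GTP competition control and 100% = no-compound control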
Target sequence (P01112 whole entry, looked up): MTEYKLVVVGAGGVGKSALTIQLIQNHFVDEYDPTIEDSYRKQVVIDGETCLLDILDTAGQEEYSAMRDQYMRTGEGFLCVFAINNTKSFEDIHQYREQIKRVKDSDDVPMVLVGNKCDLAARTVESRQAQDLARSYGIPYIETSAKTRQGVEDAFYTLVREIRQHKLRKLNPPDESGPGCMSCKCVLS
Bcl-2 Bim block = human Bim-Bcl-2 interaction inhibition; P10415; Bead-based flow cytometry, Bim peptide-Bcl-2 binding; inhibition, % at 10 µM; actives 0.06% (n = 190,000); AID 950; in the data active = inhibition above about 40%; inconclusive = no clear call, values can overlap the other calls;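 note: 0% = no compound wells with probe peptide and 100% = reference peptide inhibitor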
Rab2A wt mod = changes GTP binding to wildtype dog Rab2A, up or down; P61105; GST-Rab2 wt beads, Bodipy-GTP binding, flow cytometry; GTP binding activity, % at 10 µM; actives 0.19% (n = 190,000);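 active = GTP binding activity at least 20 points away from 100%, either lowered or raised; inconclusive = signal likely due to the compound's own green fluorescence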;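 note: 0% = beads with excess unlabeled GTP and 100% = no-compound control corrected for plate trend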
Bcl-B Bim block = disrupts Bim peptide binding to human Bcl-B. Q9HD36. bead-based flow cytometry. inhibition, % at 10 µM. actives 0.073% (n = 190,000);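 note: 0% = tracer peptide without compound and 100% = reference inhibitor peptide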
Target sequence (Q9HD36 whole entry, looked up): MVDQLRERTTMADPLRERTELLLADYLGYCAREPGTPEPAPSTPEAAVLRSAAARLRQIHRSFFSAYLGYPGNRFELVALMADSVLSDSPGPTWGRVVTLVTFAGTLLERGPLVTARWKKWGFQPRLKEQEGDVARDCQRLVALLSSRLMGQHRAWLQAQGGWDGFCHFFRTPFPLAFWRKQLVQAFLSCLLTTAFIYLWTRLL
* = called active by the depositor; ? = inconclusive. Cut-off read from the data, not from the text of the source, unless noted: active = inhibition above about 40%.

Order of results: Rac1 mut GTP	Bfl-1 Bim block	Rab7 wt GTP bind	HRas wt GTP bind	Rab2A wt mod	Cdc42 wt	Bim-Bcl-W	Bcl-B Bim block	Bcl-2 Bim block	Rac1 wt modul	Bcl-XL Bim block
NC(=O)c1c(NC(=O)c2cccnc2Cl)sc2c1CCCC2
    100	-15	102	101	99	102	-1	-7	-6	101	-3
Cc1ccc(S(=O)(=O)N2C(=O)CCC2C(=O)Nc2ccc3c(c2)OCCO3)cc1 (stereo not given)
    102	-11	101	102	101	104	0	-8	-10	104	-5
CCCCn1cnc2c1c(=O)n(CC(=O)c1cc(C)n(C)c1C)c(=O)n2CC(C)C
    98	-14	98	100	101	102	-2	-7	-5	107	-3
O=C(Nc1ccc(Cl)cc1C(F)(F)F)c1ccc(Cl)cc1
    99	4	98	101	102	102	0	0	6	104	2
Cc1cc(C)nc(NC(=O)CCC2CCCC2)c1
    99	-1	101	99	98	102	-1	-5	0	104	-4
CCOc1ccccc1NC(=S)NCCc1ccccc1
    98	-5	107	100	100	101	-3	-5	-1	99	-1
COCCCNC(=O)CCSc1ccc(Cl)cc1
    101	-17	101	101	103	102	-1	-10	-8	105	-7
COc1ccc(/C=C2\SC(=S)N(CC(=O)NCCO)C2=O)cc1
    98	2	94	97	97	98	-2	5	0	101	0
CCCCNC(=S)NC(=O)c1ccc([N+](=O)[O-])cc1
    93	-15	102	101	98	98	-4	-8	-9	98	-5
Cc1sc(NC(=O)c2ccc(=O)n(C)n2)nc1-c1ccccc1
    96	-3	93	93	95	95	-3	-5	-4	94	-3
CCC(c1nnnn1Cc1cccs1)N1CCN(C2CCCC2)CC1 (stereo not given)
    101	-8	101	103	103	106	-4	-6	-9	103	-2
COc1ccc(CN2C(=O)CCC2(C)C(=O)NC2CCCCCC2)cc1 (stereo not given)
    102	-21	98	100	101	99	-3	-12	-13	100	-9
CCCCCCCC[n+]1cccc2c3ccccc3ccc21
    98	-4	98	98	98	99	-2	-6	-2	99	-1
COc1ccc(NC(=O)c2cc(S(=O)(=O)N3CCCCC3)ccc2N2CCCCC2)cn1
    99	-15	101	100	103	102	-5	-7	-10	107	-6
CCOC(=O)c1cc2c(ccn2C)n1CC(=O)N1C(C)CCCC1C (stereo not given)
    97	-4	96	96	100	98	-3	0	-4	101	-1
S=C(NCCCN1CCOCC1)NCCCN1CCOCC1
    99	12	98	97	96	99	0	-30	0	105	-1
CCOC(=O)C(/C=C(\C#N)C(=O)OCC)=C(/N)N1CCN(c2ccccc2)CC1
    ?	-17	?	?	?	?	8	-4	-5	?	0
COc1ccccc1COCC(O)CNCC1(N2CCCCC2)CCCCC1 (stereo not given)
    98	-13	100	101	99	101	0	-8	-8	100	4
CN(CCCOc1ccccc1Br)Cc1ccccc1
    96	99*	93	99	97	101	98*	108*	91*	98	102*
Cc1cc2c(nn1)CCC/C2=N\O
    100	-13	100	103	103	109	-1	-8	-5	108	-6

The list goes on; it opens with the 2 that closed the last part.
Order of results: Rac1 mut GTP	Bfl-1 Bim block	Rab7 wt GTP bind	HRas wt GTP bind	Rab2A wt mod	Cdc42 wt	Bim-Bcl-W	Bcl-B Bim block	Bcl-2 Bim block	Rac1 wt modul	Bcl-XL Bim block
CN(CCCOc1ccccc1Br)Cc1ccccc1
    96	99*	93	99	97	101	98*	108*	91*	98	102*
Cc1cc2c(nn1)CCC/C2=N\O
    100	-13	100	103	103	109	-1	-8	-5	108	-6
CCCCC(=O)Nc1ccc2c(c1)C(=O)NC2=O
    98	-6	98	99	98	100	1	-1	-1	102	-1
COc1ccc(C)cc1N(CC(=O)Nc1cccnc1)S(=O)(=O)c1ccccc1
    91	-6	95	88	88	89	1	0	0	91	7
Cc1ccccc1NC(=O)/C(=C\c1cccs1)NC(=O)c1ccco1
    97	-10	96	97	95	97	0	-6	-11	97	-5
CCC1CCc2c(sc(NC(C)=O)c2C#N)C1 (stereo not given)
    98	2	95	95	96	99	-1	-6	0	101	-2
CCOC(=O)c1c(C)oc2c(CC(=O)c3ccccc3)c(Cl)c(O)c(O)c12
    95	0	98	98	95	93	0	-5	0	99	-3
COc1cccc(C2CC(c3ccc(Cl)cc3Cl)Nc3nc(N)nn32)c1 (stereo not given)
    99	-2	97	99	97	99	-2	-1	-2	103	-2
CCOc1ccc(C(C)(O)CN2CCOCC2)cc1 (stereo not given)
    101	-3	106	104	104	104	-5	-3	-2	105	-1
CCOC(=O)C1CCCN(Cc2nc(N)nc(Nc3ccccc3)n2)C1 (stereo not given)
    99	-14	101	102	102	102	-3	-10	-12	103	-6
COC(=O)c1ccccc1NC(=O)Cn1cc2c(n1)CCC(C)C2 (stereo not given)
    96	-6	95	96	99	98	2	-6	-7	95	0
Cc1c(N(C(=O)CNC(=O)c2ccccc2)C2(C(=O)NC3CCCCC3)CCCCC2)c(=O)n(-c2ccccc2)n1C
    95	-1	94	99	100	98	0	0	1	102	-1
CNC(=S)Nc1ccc(C)cc1
    100	0	102	103	101	101	-2	-5	-3	103	-8
COC(=O)C1=C(C)N(C)C(C)=C(C(=O)OC)C1c1cccc(Br)c1
    97	-13	96	99	99	104	1	-8	-6	99	7
CNC(=S)NCCC(c1ccccc1)c1ccccc1
    99	0	97	98	98	97	-1	-2	1	101	-5
Cc1n[nH]c(=S)n1/N=C/c1ccc(OCc2ccc(Cl)cc2Cl)cc1
    104	5	98	104	102	103	-2	-28	1	103	-4
Cc1ccc(F)cc1NC(=O)c1ccc2c(c1)OCO2
    99	-9	102	101	100	102	-1	-9	-10	106	-4
Nc1c(N2CCCCC2)c2ccccc2oc1=O
    94	-3	102	95	98	92	-3	0	1	97	0
COC(=O)c1c(C)nc(C)c(C(=O)OC)c1-c1ccc(OC)c(OC)c1
    96	-2	97	97	99	100	0	-2	-1	100	4
COC(=O)c1cc2ccccc2c(-c2c(OC)c(C(=O)OC)cc3ccccc23)c1OC
    99	-11	100	100	101	100	0	-3	0	99	-1
O=C(CC1Sc2ccccc2NC1=O)OCC(=O)N1CCc2ccccc21 (stereo not given)
    98	-15	98	100	97	100	-1	-13	-12	99	-15
CC1CC(C)CN(C(=S)NC2CCCCC2)C1 (stereo not given)
    98	-1	101	98	97	101	-2	-18	-3	108	-5
CCCC(=O)Nc1nnc(SCC(=O)NCc2cccs2)s1
    94	-1	97	96	96	99	0	-2	0	98	0
COc1ccc2ccccc2c1C1CC(=O)N2CN(C)CSC2=C1C#N (stereo not given)
    98	22	99	99	98	98	10	0	5	100	0
Cc1cccc2c1CC(C)(C)N=C2C1=C(O)CCCC1=O
    100	0	103	103	103	104	-1	0	2	103	-1
CS(=O)(=O)c1ccc(C(=O)N2CCc3ccccc3C2)cc1
    94	0	98	94	96	96	3	-2	3	94	-1
O=C(COC(=O)CN1C(=O)c2ccccc2C1=O)Nc1ccc(S(=O)(=O)N2CCCC2)cc1
    99	-12	102	99	100	101	0	-9	-13	102	-12
CCc1cc(C(=O)OC)c(NC(=O)CC2SC(N)=NC2=O)s1 (stereo not given)
    99	-1	103	101	101	98	0	1	-1	102	0
Nc1nc2n(n1)C(c1cccc(Cl)c1)CC(c1ccc(F)cc1)N2 (stereo not given)
    100	-8	103	100	100	105	1	-2	-3	108	-2
C=CCn1c(SC2CCOC2=O)nc2sc(C)c(C)c2c1=O (stereo not given)
    96	-1	100	98	97	98	-5	-5	-8	100	-6
COc1ccc(NS(=O)(=O)c2cc([N+](=O)[O-])ccc2N/N=C\c2c(C)[nH]c3ccccc23)cc1
    94	2	99	99	98	100	-7	-7	-7	96	-4
Cc1cc(NC(=O)Nc2ccccc2F)ccc1Br
    98	-4	104	98	98	97	-2	-4	-1	98	-4
O=C(O)C1CCC(N2C(=O)C3CCCCC3C2=O)CC1 (stereo not given)
    101	0	103	105	105	102	1	0	-2	103	1
COc1ccc(-c2cc(C(=O)O)c3ccccc3n2)c(OC)c1
    97	-8	101	100	100	104	0	-5	-4	103	-10
CCCCNC(=O)N1CCN(S(C)(=O)=O)CC1
    93	-4	103	96	97	98	1	0	-3	98	-2
COC(=O)c1ccccc1NC(=O)CN1CCC(n2nnc3cc(F)ccc32)CC1
    97	0	96	98	96	99	0	-3	0	96	-4
O=C(c1cnc2n(c1=O)CCS2)N1CCN(c2ccc([N+](=O)[O-])cc2)CC1
    96	-10	101	100	100	98	0	-6	-6	98	1
COc1ccc(-c2cc(=O)n(-c3nc4ccccc4[nH]3)[nH]2)cc1
    93	-4	97	97	95	95	6	-1	-1	93	1

Entries shown so far that contain a thiophene ring, fused or not, in the order listed:
Order of results: Rac1 mut GTP	Bfl-1 Bim block	Rab7 wt GTP bind	HRas wt GTP bind	Rab2A wt mod	Cdc42 wt	Bim-Bcl-W	Bcl-B Bim block	Bcl-2 Bim block	Rac1 wt modul	Bcl-XL Bim block
NC(=O)c1c(NC(=O)c2cccnc2Cl)sc2c1CCCC2
    100	-15	102	101	99	102	-1	-7	-6	101	-3
CCC(c1nnnn1Cc1cccs1)N1CCN(C2CCCC2)CC1 (stereo not given)
    101	-8	101	103	103	106	-4	-6	-9	103	-2
Cc1ccccc1NC(=O)/C(=C\c1cccs1)NC(=O)c1ccco1
    97	-10	96	97	95	97	0	-6	-11	97	-5
CCC1CCc2c(sc(NC(C)=O)c2C#N)C1 (stereo not given)
    98	2	95	95	96	99	-1	-6	0	101	-2
CCCC(=O)Nc1nnc(SCC(=O)NCc2cccs2)s1
    94	-1	97	96	96	99	0	-2	0	98	0
CCc1cc(C(=O)OC)c(NC(=O)CC2SC(N)=NC2=O)s1 (stereo not given)
    99	-1	103	101	101	98	0	1	-1	102	0
C=CCn1c(SC2CCOC2=O)nc2sc(C)c(C)c2c1=O (stereo not given)
    96	-1	100	98	97	98	-5	-5	-8	100	-6
